TDP1 cell CPT: DT40-hTDP1 cell growth loss with CPT; chicken DT40 Tdp1-/-;hTDP1 cells + 20 nM CPT, ATP luminescence, 48 h; Potency, µM (doses to about 46.2 µM), for the others: top-dose activity change, negative = growth inhibition, usual class: inhibitors; hit rate 12% among 420,000; note: nearly all actives have a fitted effect of over 55% in size
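Cell growth measured by CellTiter-Glo luminescence after a minimum 48 h, 37 C compound exposure with 20 nM CPT in Tdp1-knockout DT40 cells stably expressing hTDP1, seeded 400/well; qHTS titration format.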
GCN5L2 inh: GCN5L2 (KAT2A) acetyltransferase inhibition. hit rate 0.21% among 390,000. Q92830. GCN5L2 HAT assay, ThioGlo1 CoA-SH fluorescence. Potency, µM (series often up to 58.9 µM), for the others: at the top dose activity change, negative = inhibition, most hits filed as inhibitors
Target sequence (Q92830 whole entry, looked up): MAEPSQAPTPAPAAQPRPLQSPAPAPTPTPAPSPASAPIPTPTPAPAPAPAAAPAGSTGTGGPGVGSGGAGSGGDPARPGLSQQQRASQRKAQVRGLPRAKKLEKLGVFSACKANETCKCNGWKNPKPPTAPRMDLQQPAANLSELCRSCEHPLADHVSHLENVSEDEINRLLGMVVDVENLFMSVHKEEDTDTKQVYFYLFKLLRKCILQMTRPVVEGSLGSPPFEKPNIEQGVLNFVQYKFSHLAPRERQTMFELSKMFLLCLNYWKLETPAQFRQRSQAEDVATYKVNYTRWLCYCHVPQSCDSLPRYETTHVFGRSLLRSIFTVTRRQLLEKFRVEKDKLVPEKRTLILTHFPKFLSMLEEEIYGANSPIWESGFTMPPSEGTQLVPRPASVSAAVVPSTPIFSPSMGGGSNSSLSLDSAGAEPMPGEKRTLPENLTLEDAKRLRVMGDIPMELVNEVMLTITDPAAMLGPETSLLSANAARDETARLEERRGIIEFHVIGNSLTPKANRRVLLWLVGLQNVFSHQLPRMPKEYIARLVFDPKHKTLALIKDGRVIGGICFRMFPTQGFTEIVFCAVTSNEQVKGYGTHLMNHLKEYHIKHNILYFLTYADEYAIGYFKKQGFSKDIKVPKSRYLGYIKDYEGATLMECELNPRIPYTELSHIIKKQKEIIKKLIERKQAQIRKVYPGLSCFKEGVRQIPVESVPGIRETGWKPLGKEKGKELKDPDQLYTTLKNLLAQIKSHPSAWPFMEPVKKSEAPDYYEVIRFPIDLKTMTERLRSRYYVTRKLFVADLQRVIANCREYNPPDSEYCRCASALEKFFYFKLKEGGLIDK
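Compounds, pin-transferred from DMSO stocks, meet 20nM GCN5L2 for 15 min before the reaction begins with H3(1-25) peptide (75uM) and acetyl-CoA (70uM). Thiol-reactive ThioGlo1 reports CoA release over 20 min at room temperature.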
DT40 TDP1 no CPT: qHTS for Inhibitors of human tyrosyl-DNA phosphodiesterase 1 (TDP1): qHTS in cells in absence of CPT. DT40 Tdp1-/- hTDP1 cells, no CPT, ATP luminescence, 48 h. Potency, µM (doses to about 46.2 µM), inactives show at the top dose activity change, negative = growth inhibition, hits mostly inhibitors. hit rate 15% among 420,000. AID 686978, 2013; note: nearly all actives have a fitted effect of over 55% in size
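Luminescent ATP content (CellTiter-Glo) served as the growth readout. Knockout chicken DT40 cells expressing human TDP1 were exposed to compounds without camptothecin for a minimum 48 hr at 37 °C.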
* marks the source's active call; other numbers are inactive results; ? = inconclusive; / = not tested or not shown; [ ] = dose if it differs, or a comment. Calls come from the whole dose curve; as a rule, active = well fitted curve in the direction sought with a large enough effect; inconclusive = small, poorly fitted or top-dose-only effect, or another doubt; inactive = no such curve, though single readings can be large; an effect the other way counts as inactive or inconclusive. % is set by controls: 0 for no effect and ±100 for the full control effect; potency is the fitted concentration of half-maximal effect.

SMILES	TDP1 cell CPT	GCN5L2 inh	DT40 TDP1 no CPT
Cc1cccc(OC(=O)n2c(=S)oc3cc(Cl)ccc32)c1	0%	23%	?
CC(=O)Nc1nc(-c2cc([N+](=O)[O-])cs2)cs1	-8%	-7%	?
c1ccc2c(c1)nnn2Cn1nnc2ccccc21	1%	/	-24%
N#Cc1ccccc1NC(=O)CNc1cc(S(=O)(=O)N2CCOCC2)ccc1NCC1CCCO1 (configuration not stated)	-3%	-1%	0%
CCCn1c(SCC(=O)Nc2ccc(OC)cc2)nnc1-c1ccncc1	-26%	-6%	-24%
COc1cccc(OC)c1NC(=O)C1CCCN1C(=O)Nc1cccc(Cl)c1 (configuration not stated)	-3%	0%	-4%
Cc1ccc(C(=O)COC(=O)c2cn(-c3ccccc3)nc2-c2ccccc2)cc1[N+](=O)[O-]	0%	-3%	?
COc1ccc(CNC(=O)C2CC(c3ccc(OC)cc3)=NO2)cc1 (configuration not stated)	?	39%[activator]	-15%
Cc1cc(Br)ccc1NC(=S)NCCc1ccccc1	?	1%	-26%
C=CCNC(=O)N1CCCC(C(=O)c2cccc(Cl)c2)C1 (configuration not stated)	?	-21%	?
COc1ccc(-c2noc(CSc3nnc(Cc4ccccc4)n3-c3ccccc3)n2)cc1OC	23µM*	-10%	13µM*
C[C@@H]1CCCCO[C@H](CN(C)Cc2ccc3c(c2)OCO3)[C@H](C)CN([C@@H](C)CO)C(=O)c2cc(NC(=O)c3ccccc3)ccc2O1	26µM*	/	21µM*
CCCCN=C1NC(=O)C(CC(=O)NCCc2ccc(OC)cc2)S1 (configuration not stated)	11%	-11%	1%
CCC(C)NC(=O)c1ccccc1NC(=O)C1CCN(S(=O)(=O)Cc2ccccc2)CC1 (configuration not stated)	?	0%	?
Cc1cc([N+](=O)[O-])nn1CC(=O)N/N=C/c1ccccc1F	7%	-9%	3%
CCCCCC(=O)NC(=S)Nc1cccc(C(C)=O)c1	5%	-5%	-23%
CC(C)c1ccc(NC(=S)NC2CC3C=CC2C3)cc1 (configuration not stated)	15µM*	-7%	29µM*
Cc1ccc(OC(C)C(=O)Nc2ccccc2C(=O)N2CCN(C)CC2)cc1 (configuration not stated)	-7%	-24%	-18%
COc1cc(C(C)=O)ccc1OCC(O)CN1CCN(c2ccccc2)CC1 (configuration not stated)	-10%	-1%	0%
Cc1noc(C(=O)Nc2c(C)nn(Cc3ccccc3)c2C)c1Cl	-25%	-7%	?
CC(C)(C)c1ccc(C(=O)NNC(=O)c2ccc(Cl)cc2)cc1	0%	4%	?
Cc1cc(-c2ccc(S(=O)(=O)N3CCN(C)CC3)s2)on1	-11%	2%	10%
Cc1ccc(C)c(Nc2nc(-c3ccccc3)c3cc(Br)ccc3n2)c1	?	-1%	?
Cn1c(CNc2ccccc2)nc2ccccc21	-10%	-5%	-26%
CSCCC(C(=O)Nc1c(C)cccc1C)N1CCN(C/C=C/c2ccccc2)CC1 (configuration not stated)	?	/	13µM*
COc1ccc(CN2CCOc3ccc(CN4CCC(Oc5cccnc5)CC4)cc3C2)c(F)c1	?	/	21µM*
COCCCNC(=S)NCCCNc1nc2cc3c(cc2cc1C#N)OCO3	2%	-2%	-17%
Cc1nc(-c2ccccc2)sc1-c1nc(-c2ccccc2)ncc1S(=O)(=O)c1ccccc1	?	-8%	?
CN(C)c1ccc(-c2ccc3ncnc(-n4ccnc4)c3c2)cc1	?	25µM*	?
O=C(CCCC(=O)NCc1ccc(F)cc1)NCc1ccc(F)cc1	4%	-9%	9%

Single records, as listed above. Order of values: TDP1 cell CPT, GCN5L2 inh, DT40 TDP1 no CPT
Record of `COCCCNC(=S)NCCCNc1nc2cc3c(cc2cc1C#N)OCO3` → 2%, -2%, -17%
Record of `Cn1c(CNc2ccccc2)nc2ccccc21` → -10%, -5%, -26%
Record of `COc1ccc(CN2CCOc3ccc(CN4CCC(Oc5cccnc5)CC4)cc3C2)c(F)c1` → ?, /, 21µM*

Other structures follow:
SMILES	TDP1 cell CPT	GCN5L2 inh	DT40 TDP1 no CPT
Cc1cc(=O)n(C)c(=O)n1CC(=O)N1CCCCCC1	0%	-4%	6%
COc1ccc(C(=O)CCN2CCCC(C)C2)cc1 (configuration not stated)	23µM*	4%	?
CCCCOc1ccc(NC(=O)C2OC3OC(C)(C)OC3C3OC(C)(C)OC23)cc1 (configuration not stated)	-11%	3%	0%
Nc1nc(SCC(=O)NCCCO)nc2sc3c(c12)CCC3	-12%	-6%	-13%
Cc1ccccc1OCC(=O)Nc1ccc2c(c1)OCCO2	-21%	-8%	?
COc1ccccc1C(=O)ON=C1c2ccccc2-c2ccccc21	-27%	-14%	23µM*
O=C(Cn1nc(Cc2cccnc2)c2ccccc2c1=O)N1CCN(c2ccccn2)CC1	-17%	-2%	-17%
c1ccc(-c2csc(-c3nc4ccccc4[nH]3)n2)cc1	17µM*	-21%	27µM*
CCOC(=O)C1=CCN(S(C)(=O)=O)C1c1ccc(C)cc1 (configuration not stated)	-5%	/	-14%
CCCCCCCC/C=C\CCCCCCCC(=O)OC[C@@H](O)[C@H]1OC[C@H](O)[C@H]1O	2%	/	3%

Among those listed so far, 2 contain bromine.
SMILES	TDP1 cell CPT	GCN5L2 inh	DT40 TDP1 no CPT
Cc1cc(Br)ccc1NC(=S)NCCc1ccccc1	?	1%	-26%
Cc1ccc(C)c(Nc2nc(-c3ccccc3)c3cc(Br)ccc3n2)c1	?	-1%	?

Exported with two lines to a compound: part of the list above
Values in the order – TDP1 cell CPT, GCN5L2 inh, DT40 TDP1 no CPT
CCOC(=O)C1=CCN(S(C)(=O)=O)C1c1ccc(C)cc1 (configuration not stated)
    -5%, /, -14%
CCCCCCCC/C=C\CCCCCCCC(=O)OC[C@@H](O)[C@H]1OC[C@H](O)[C@H]1O
    2%, /, 3%
Nc1nc(SCC(=O)NCCCO)nc2sc3c(c12)CCC3
    -12%, -6%, -13%
O=C(Cn1nc(Cc2cccnc2)c2ccccc2c1=O)N1CCN(c2ccccn2)CC1
    -17%, -2%, -17%
COc1ccccc1C(=O)ON=C1c2ccccc2-c2ccccc21
    -27%, -14%, 23µM*

New compounds follow.
SMILES	TDP1 cell CPT	GCN5L2 inh	DT40 TDP1 no CPT
COc1ccc(CCN(C)C(=O)CN2C(=O)NC3(CCCc4ccccc43)C2=O)cc1OC (configuration not stated)	1%	3%	-10%
CCCCc1ccc(NC(=S)N2CCN(c3ncccn3)CC2)cc1	-3%	-3%	-27%
O=C(N/C(=C\c1cccc([N+](=O)[O-])c1)C(=O)N1CCOCC1)c1ccco1	1%	-3%	-9%
CC(C)c1cc(C(N)=O)c(NC(=O)c2cccc(COc3ccc(Br)cc3)c2)s1	?	-16%	?
Clc1ccc(CSc2nnc(-c3c[nH]c4ccccc34)o2)cc1	?	-8%	?
COc1ccc(CN2CCc3nnc(CNC(=O)c4cc(C)oc4C)n3CC2)c2ccccc12	?	/	?
COc1ccc(CCNC(=O)Cc2ccc(NC(=O)N3CCSc4ncccc43)cc2)cc1OC	-27%	-2%	?
O=[N+]([O-])c1ncn(Cc2c(Cl)cccc2Cl)n1	18µM*	0%	?
CC(=O)Nc1cccc(N(C)S(C)(=O)=O)c1	-15%	-3%	-11%
O=S(=O)(NCc1cccnc1)c1cccc2cccnc12	1%	-3%	-6%
O=C(OCC12CC3CC(CC(C3)C1)C2)c1ccc(NCc2cc(O)ccc2O)cc1	1.5µM*	/	0.73µM*
O=C(O)CC1(CC(=O)NCc2cccc(Cl)c2)CCCCC1	-8%	-1%	21%
CC(Cc1cccs1)NC(=O)Nc1ccccc1 (configuration not stated)	-28%	0%	-9%
CCCCCc1cc(=O)oc2c(C(CCN3CCCCC3)c3cc(OC)c(OC)c(OC)c3)c(OC)cc(OC)c12 (configuration not stated)	?	4%	?
COc1ccc(CCNC(=O)CCn2c(SCC#N)nc3ccccc3c2=O)cc1OC	?	-4%	?
Cc1ccc(C(C(=O)NC(C)(C)C)N(Cc2ccco2)C(=O)Cn2nnc(-c3cccs3)n2)cc1 (configuration not stated)	?	-2%	?
CCOC(=O)NN1C(=O)c2ccccc2NC1c1ccc(OC)cc1OC (configuration not stated)	0%	-5%	-5%
Cc1cccc(-c2nc3c(c(SCC(N)=O)n2)CCCC3)c1	-8%	-12%	-23%
COc1ccc(NC(=O)C2CCN(S(=O)(=O)c3c(C)noc3/C=C/c3cccs3)CC2)cc1Cl	?	-4%	?
C=CCn1c2ccccc2c2n[nH]c(=S)nc21	-15%	0%	?
COc1ccc(Nc2cc(C(=O)NCCCN3CCOCC3)c3ccccc3n2)cc1OC	29µM*	0%	?
COc1ccc2nc3n(c(=O)c2c1)-c1cc2ccccc2cc1C(=O)NC3Cc1ccccc1 (configuration not stated)	?	/	21µM*
CCCCCn1c(-c2ccco2)nc2nc3ccccc3nc21	?	-24%	?
CC1CCCN(c2c([N+](=O)[O-])c(=O)oc3ccccc23)C1 (configuration not stated)	16µM*	-4%	?
O=c1[nH]ncc(N2CCCCC2)c1Cl	4%	1%	-5%
O=C(COC(=O)c1ccc(O)cc1O)NC1CC1	-3%	0%	10%
COc1ccc(CNC(=O)C2CCCN2S(=O)(=O)c2ccc(Cl)cc2)cc1 (configuration not stated)	?	-7%	-18%
Cc1cc(C)c(S(=O)(=O)N2CCN(c3ccc([N+](=O)[O-])c(-n4nc(C)cc4C)c3)CC2)c(C)c1	26µM*	-10%	21µM*
COc1ccc(CCNC(=O)C2CCCN(c3nc4c(C)cc(C)cc4s3)C2)cc1OC (configuration not stated)	21µM*	-3%	13µM*
Cc1ccccc1C(=O)N1CCN(c2ccc(NC(=O)c3cccnc3Cl)cc2)CC1	?	-4%	?
COC(=O)c1c(NC(=O)C2C3CCC(O3)C2C(=O)O)sc2c1CCCCCC2 (configuration not stated)	-21%	-5%	-13%
COCCCNC(=O)c1c(-c2ccccc2)c(-c2ccccc2)nn(C)c1=O	-21%	-5%	-11%
CCCCn1c(SCC(=O)NC(C)CC)nc2ccc(N3CCOCC3)cc2c1=O (configuration not stated)	-7%	-24%	-20%
Clc1ccccc1N1CCN(Cc2ccco2)CC1	-15%	-10%	?
Cc1ccccc1NC(=S)NC(NC(=O)N(C)C)C(Cl)(Cl)Cl (configuration not stated)	-8%	-1%	2%
CCc1ccc(-n2nc(CO)c(C(=O)NCc3cccnc3)n2)cc1	?	-3%	?
CCc1ccc(CNC(=O)C(CC)n2ccc3cc(S(=O)(=O)N4CCCCC4)ccc32)cc1 (configuration not stated)	?	-4%	23µM*
Cc1ccc(Cn2c(CN3CCN(C(=O)c4ccco4)CC3)nc3c2c(=O)n(C)c(=O)n3C)cc1	-3%	-12%	-10%
O=C1CSC(c2ccc(Cl)cc2)N1 (configuration not stated)	-5%	-4%[0.501 µM]	-7%
O=C(Cn1c(SCCOc2ccccc2)nc2ccccc21)N1CCOCC1	-1%	-3%	-16%
CCOC(=O)COc1ccccc1/C=N/Nc1nnc2c3ccccc3n(C)c2n1	-2%	/	?
COc1ccc(-c2csc(=Nc3c(C)n(C)n(-c4ccccc4)c3=O)n2C(C)(C)C)cc1	-2%	4%	-9%
CCOC(=O)c1cccc(NC(=O)CSc2nnnn2CC)c1	-3%	1%	-6%
CC(=O)c1ccc(NC(=O)COc2ccccc2-c2nc(-c3ccc(C)cc3)no2)cc1	12%	-3%	-4%
COc1ccc(-n2c(O)c(Cc3ccccc3)c(=O)n3nc(-c4ccccc4)c(=O)cc23)cc1	12%	-6%	0%
Cc1ccc(S(=O)(=O)NCCC(=O)NC2CCCCCC2)cc1	-23%	-3%	-16%
N#C/C(=C/c1cccn1-c1cccc(C(=O)O)c1)c1ccc(Cl)cc1	0%	-9%	-8%
O=C(CCc1ccccc1)NC1CC(=O)N(c2ccccc2)C1 (configuration not stated)	-16%	-2%	23%
CCC(C)N(CCNC(=O)c1ccc2c(c1)NC(=O)c1ccccc1S2)C1CCCCC1 (configuration not stated)	15µM*	1%	2.9µM*
COc1cc(C(=O)N2CCN(S(=O)(=O)c3ccc(C)cc3C)CC2)ccc1OCC(=O)N1CCOCC1	-18%	2%	0%
COC(=O)c1c(OCc2ccccn2)cc(=O)n2c1CCN(C(=O)c1n[nH]c3c1CCCC3)CC2	0%	/	-7%
CCOc1ccccc1NC(=O)C1CCCN1C(=O)c1cccs1 (configuration not stated)	2%	-1%	9%
O=c1c(OC2OC(CO)C(O)C(O)C2OC2OC(CO)C(O)C(O)C2OC2OC(CO)C(O)C(O)C2O)c(-c2ccc(O)c(O)c2)oc2cc(O)cc(O)c12 (configuration not stated)	15µM*	-16%	21µM*

The order is random; any-hit rate near 18%.
